p53ts 39C kill – p53ts cell cytotoxicity, nonpermissive temperature | AID 902 | H1299-p53A138V viability at 39C, ATP luminescence, 24 h | Potency, µM (series often up to 46.1 µM), for the others: at the top dose activity change, negative = cell killing, actives largely listed as cytotoxic | hit rate 1.5% among 130,000; also: nearly all actives have a fitted effect of over 55% in size
IkB signaling – IkB pathway inhibition in ABC-DLBCL cells. Potency, µM (top dose mostly 57.1 µM), for inactives: top-dose IkBa stabilization activation. ABC-DLBCL IkBa-CBG/CBR dual luciferase ratio, 4 h; response scale: scaled: untreated 0%, proteasome inhibitor 100%. hit rate 0.04% among 110,000; active = well fitted curve in the direction sought with a large enough effect in the signal ratio, not every such curve was filed as active; inconclusive = small, poorly fitted or top-dose-only effect, or a change in a side signal; the % refers to the signal ratio;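 also: the direction sought is a rising ratio; 0% = basal untreated cells and 100% = reference inhibitor full response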
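Curves were fitted separately to fusion (green), unfused (red) and ratio luminescence, then classed by r2, magnitude and activity. Cells: OCI-Ly3, 4 h compound plus doxycycline at 37C; 10 uM MG-132 defined full response.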
Peg3 imprint – genomic imprint erasure induction. mouse ES Peg3-LacZ reporter, beta-gal luminescence, 40 h. Potency, µM (series often up to 60.7 µM), inactives show at the highest dose activity change, positive = activation, most hits filed as activators. hit rate 0.02% among 110,000. AID 1948;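 also: 0% = negative control wells on the plate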
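Imprint erasure is scored as LacZ activity from the silenced maternal Peg3 allele in feeder-free female ES cells cultured 40 h with LIF. Luminescence is normalized to in-plate negative controls and fitted to the Hill equation.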
p53ts 32C kill – p53ts cell cytotoxicity, permissive temperature; H1299-p53A138V at 32C, ATP luminescence viability, 24 h; Potency, µM (highest dose often 46.1 µM), for the others: top-dose activity change, negative = cytotoxicity, usual class: cytotoxic; hit rate 0.93% among 130,000; AID 924;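 also: 0% = DMSO and -100% = full killing by reference compound; nearly all actives have a fitted effect of over 55% in size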
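H1299-p53 A138V cells (temperature-sensitive p53) exposed 24 h to up to 46 uM compound at 32C, where p53 is wild-type in conformation. Viability read as ATP luminescence and normalised to DMSO and 100 uM tamoxifen. AC50 fitted with the Hill equation.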
* marks the source's active call; other numbers are inactive results; & = joins results of further samples; [ ] = remark or other dose. Unless noted, calls follow the shape of the dose curve; as a rule, active = well fitted curve in the direction sought with a large enough effect; inconclusive = small, poorly fitted or top-dose-only effect, or another doubt; inactive = no such curve, though single readings can be large; an effect the other way counts as inactive or inconclusive. Unless noted, % is scaled to controls: 0 for no effect and ±100 for the full control effect; potency is read from the fitted curve at half-maximal effect.

How did COc1ccccc1CNC(=O)c1cc(Sc2cccc(Cl)c2)nc2ccccc12 do in these assays?
p53ts 39C kill: -19%; IkB signaling: -2.5%; Peg3 imprint: -14%[10.9 µM]; p53ts 32C kill: 11%

What do the screens show for `COc1ccc(NCc2cccn2-c2nnc(N3CCC(C)CC3)s2)c(OC)c1`?
p53ts 39C kill: -6%; IkB signaling: inconclusive; Peg3 imprint: -13%[10.9 µM]; p53ts 32C kill: 0%

Results for O=C(CSc1nc2c(c(C(F)(F)F)n1)CCc1ccccc1-2)NCc1ccco1 ?
p53ts 39C kill: -15%; IkB signaling: -0.2%; Peg3 imprint: -16%; p53ts 32C kill: -6%

Results for COc1ccc(S(=O)(=O)N(CCCN2CCCC2=O)Cc2cc3cc(C)c(C)cc3[nH]c2=O)cc1 ?
p53ts 39C kill: -8%; IkB signaling: -1.2%; Peg3 imprint: -8%; p53ts 32C kill: 3%

Results for O=C(NCc1ccco1)c1nn(-c2ccccc2)c(=O)c2ccccc12 ?
p53ts 39C kill: -20%; IkB signaling: inconclusive; Peg3 imprint: -15%; p53ts 32C kill: -5%

How did Cc1cc(C)n(-c2nc3ccccc3nc2N2CCN(C(=O)c3ccc(F)cc3)CC2)n1 do in these assays?
p53ts 39C kill: 6%; IkB signaling: -0.4%; Peg3 imprint: -16%; p53ts 32C kill: 14%

What do the screens show for `N#Cc1c2n(c3c(=O)n(Cc4ccccc4)cnc13)CCCC2`?
p53ts 39C kill: 14%; IkB signaling: 0.9%; Peg3 imprint: -13%; p53ts 32C kill: 5%

Results for CCCc1ccc(OCC(=O)O)cc1 ?
p53ts 39C kill: -16%; IkB signaling: 0.7%; Peg3 imprint: -12%; p53ts 32C kill: -9%

Results for Cc1nc(-c2ccc3c(c2)OCO3)cs1 ?
p53ts 39C kill: -9%; p53ts 32C kill: -17%

Results for CC(C)NC(=O)N1CCC2(CC1)CCN(C(=O)c1cccn1C)CC2 ?
p53ts 39C kill: -8%; IkB signaling: 1.5%[11.4 µM]; p53ts 32C kill: -14%

What do the screens show for `Cc1noc(C)c1COc1cccc(C(=O)Oc2ccc3c(c2)OCO3)c1`?
p53ts 39C kill: -15%; IkB signaling: 2.1%; Peg3 imprint: -14%; p53ts 32C kill: -8%

What do the screens show for `CC(C)Oc1ccc(CNC2CCOC(C)(C)C2)cc1` (configuration not stated)?
p53ts 39C kill: -7%; IkB signaling: 0.4%; Peg3 imprint: -17%; p53ts 32C kill: 8%

Results for O=C(O)CSC1c2ccccc2C(=O)N1Cc1ccccc1 (configuration not stated) ?
p53ts 39C kill: 7%; IkB signaling: 1.1%; Peg3 imprint: 1%; p53ts 32C kill: 11%

How did CC12CCC(C(=O)NCC3CCCO3)(OC1=O)C2(C)C (configuration not stated) do in these assays?
p53ts 39C kill: 15%; IkB signaling: -0.2%; Peg3 imprint: 11%; p53ts 32C kill: 1%

What do the screens show for `CCOc1ccc2ccccc2c1/C=N/n1cncn1`?
p53ts 39C kill: -24%; IkB signaling: -3.3%; Peg3 imprint: -8%; p53ts 32C kill: -17%

How did O=C(Nc1ccc(-c2nc3ccccc3[nH]2)cc1)c1ccco1 do in these assays?
p53ts 39C kill: inconclusive; IkB signaling: 1.3%; Peg3 imprint: -84%[inhibitor]; p53ts 32C kill: inconclusive

What do the screens show for `Cc1csc(NC(=O)c2nc3nc(C)cc(C)n3n2)n1`?
p53ts 39C kill: -18%; IkB signaling: 1.4%; Peg3 imprint: -45%[inhibitor]; p53ts 32C kill: -28%

Results for O=C(CSc1nnnn1-c1cccnc1)NCc1cccs1 ?
p53ts 39C kill: -6%; IkB signaling: 0.6%; Peg3 imprint: -2%; p53ts 32C kill: 0%

Results for Cc1nc(-c2ccc(S(=O)(=O)N3CCCCCC3)cc2)cs1 ?
p53ts 39C kill: -5%; IkB signaling: 10%; Peg3 imprint: -37%[inhibitor]; p53ts 32C kill: -3%

How did COC(=O)c1ccc(-n2c(/C=C/c3cc(OC)c(OC)c(OC)c3)nc3cc(Cl)ccc3c2=O)cc1 do in these assays?
p53ts 39C kill: -27%; IkB signaling: inconclusive; Peg3 imprint: 3%[10.9 µM]; p53ts 32C kill: 9%

How did CCOC(=O)c1cccc(NC(=O)CCc2c(C)nc3cc(-c4ccc(Cl)cc4)nn3c2C)c1 do in these assays?
p53ts 39C kill: -11%; IkB signaling: inconclusive; Peg3 imprint: inconclusive; p53ts 32C kill: -7%

What do the screens show for `CCc1ccc(NC(=O)CSc2nnc3[nH]c(=O)cc(-c4ccccc4)n23)cc1`?
p53ts 39C kill: 6.3µM*; IkB signaling: 3.4%; Peg3 imprint: 7%[10.9 µM]; p53ts 32C kill: 2%

What do the screens show for `CC(=O)NCCOC(=O)Nc1sc(=S)n(C)c1C`?
p53ts 39C kill: 7%; p53ts 32C kill: -3%

Results for Cc1ccc(NC(=O)N2CCc3c(sc4c3CCCC4)C2c2ccccc2)cc1F (configuration not stated) ?
p53ts 39C kill: -4%; IkB signaling: -1.8%; Peg3 imprint: -2%[10.9 µM]; p53ts 32C kill: -2%

Reprinted at random: three entries already listed, in no set order.
Results for O=C(O)CSC1c2ccccc2C(=O)N1Cc1ccccc1 (configuration not stated) ?
p53ts 39C kill: 7%; IkB signaling: 1.1%; Peg3 imprint: 1%; p53ts 32C kill: 11%

How did O=C(Nc1ccc(-c2nc3ccccc3[nH]2)cc1)c1ccco1 do in these assays?
p53ts 39C kill: inconclusive; IkB signaling: 1.3%; Peg3 imprint: -84%[inhibitor]; p53ts 32C kill: inconclusive

How did CC12CCC(C(=O)NCC3CCCO3)(OC1=O)C2(C)C (configuration not stated) do in these assays?
p53ts 39C kill: 15%; IkB signaling: -0.2%; Peg3 imprint: 11%; p53ts 32C kill: 1%

Continued:
What do the screens show for `Cc1cc(C)c(S(=O)(=O)NCc2csc(-c3ccccc3)n2)c(C)c1`?
p53ts 39C kill: -13%; IkB signaling: inconclusive; Peg3 imprint: -7%[10.9 µM]; p53ts 32C kill: 4%

Results for CCN(c1ccccc1)c1cc(NC)[n+](C)c(C)n1 ?
p53ts 39C kill: -5%; IkB signaling: 0.3%; Peg3 imprint: -13%; p53ts 32C kill: 4%

What do the screens show for `O=C1c2c(O)cc(O)cc2OC(c2ccc(O)c(O)c2)C1O` (configuration not stated)?
p53ts 39C kill: 13%; Peg3 imprint: 4%&-7%; p53ts 32C kill: 2%

What do the screens show for `CC(C)OC(=O)CSc1nnc(-c2ccncc2)n1N`?
p53ts 39C kill: -6%; IkB signaling: 0.3%; Peg3 imprint: -1%; p53ts 32C kill: 3%

How did CCC(CC)C(=O)Nc1cccc(-c2nc3cccnc3s2)c1 do in these assays?
p53ts 39C kill: 24%; IkB signaling: -0.8%; Peg3 imprint: -12%[10.9 µM]; p53ts 32C kill: 7%

Results for CCC1=C(c2ccc(C)cc2)S(=O)(=O)N=C1N1CCC(C(=O)NCc2ccc(N(C)C)cc2)CC1 ?
p53ts 39C kill: -22%; IkB signaling: inconclusive; Peg3 imprint: -7%[10.9 µM]; p53ts 32C kill: -2%

Results for NC(=O)c1c(N)sc(=S)n1CC1CCCO1 (configuration not stated) ?
p53ts 39C kill: 3%; IkB signaling: 3.3%; Peg3 imprint: -4%; p53ts 32C kill: 5%

Results for CCC(=O)Nc1c(C)nn(C(=O)CC)c1C ?
p53ts 39C kill: 5%; IkB signaling: -1.5%; Peg3 imprint: 2%; p53ts 32C kill: -2%

How did N#Cc1ccc(CN2CCCC3(CCN(C(=O)c4cccc(F)c4)CC3)C2)cc1 do in these assays?
p53ts 39C kill: -4%; IkB signaling: 1.2%[11.4 µM]; p53ts 32C kill: -11%

What do the screens show for `CSc1nc2cc(S(=O)(=O)N3CCOCC3)ccc2s1`?
p53ts 39C kill: 6%; IkB signaling: -2.9%; Peg3 imprint: -20%; p53ts 32C kill: 1%

How did Cc1cc(C)nc(SCc2nnc(SCC(=O)Nc3ccc(C)c(C)c3)n2Cc2ccco2)n1 do in these assays?
p53ts 39C kill: 38%[activator]; IkB signaling: inconclusive; Peg3 imprint: -16%; p53ts 32C kill: 13%

Results for CCCSc1nnc2c(n1)OC(c1sccc1C)Nc1ccccc1-2 (configuration not stated) ?
p53ts 39C kill: -14%; IkB signaling: 6.1%; Peg3 imprint: 9%[10.9 µM]; p53ts 32C kill: -21%

How did CCCCCn1c(=NC(=O)c2ccco2)c(C(=O)OCC)cc2c(=O)n3ccccc3nc21 do in these assays?
p53ts 39C kill: -6%; IkB signaling: 11%; Peg3 imprint: -10%; p53ts 32C kill: 14%

What do the screens show for `CCOC(=O)C1=C(C)NC(C)=C(C(=O)OCC)C1`?
p53ts 39C kill: 7%; IkB signaling: 1.4%; Peg3 imprint: -9%; p53ts 32C kill: -3%

What do the screens show for `CCC(CC)C(=O)Nc1nnc(S(=O)(=O)N2CCc3ccccc32)s1`?
p53ts 39C kill: -11%; IkB signaling: -0.9%; Peg3 imprint: -11%[10.9 µM]; p53ts 32C kill: -3%

How did COc1ccc(CC(=O)O/N=C(\N)c2cccc([N+](=O)[O-])c2)cc1 do in these assays?
p53ts 39C kill: 15%; p53ts 32C kill: 14%

What do the screens show for `CCN(c1ncnc2c1cnn2-c1cccc(Cl)c1)C1CCCCC1`?
p53ts 39C kill: inconclusive; IkB signaling: -1.4%; Peg3 imprint: -14%[10.9 µM]; p53ts 32C kill: inconclusive

Results for COC(=O)c1ccc(C(NC(=O)OCc2ccccc2)/C(F)=C/[C@@H](C)C(=O)NCc2ccc(OC)c(OC)c2)cc1 (some centres not stated) ?
p53ts 39C kill: 13µM*; Peg3 imprint: -15%; p53ts 32C kill: inconclusive

What do the screens show for `CC1=C(C(=O)OCC(C)C)C(c2ccc(OCc3ccccc3)cc2)N2C(=O)CCSC2=N1` (configuration not stated)?
p53ts 39C kill: -2%; IkB signaling: inconclusive; Peg3 imprint: -12%[10.9 µM]; p53ts 32C kill: 10%

How did CCN(CC)CCn1c(-c2ccccc2)nc2c(NCCOC)nc(C)nc21 do in these assays?
p53ts 39C kill: -5%; Peg3 imprint: -15%; p53ts 32C kill: 0%

What do the screens show for `CCOC(=O)N1CCC(NC(=O)CCS(=O)(=O)c2ccc3c(c2)CCN3C(C)=O)CC1`?
p53ts 39C kill: -7%; IkB signaling: -0.5%; Peg3 imprint: -4%; p53ts 32C kill: 4%

Results for COc1ccccc1N1CCN(C(=O)CCc2c(C)nn(-c3ccc(N4CCCC4)nn3)c2C)CC1 ?
p53ts 39C kill: -19%; IkB signaling: 1.4%; Peg3 imprint: -9%[10.9 µM]; p53ts 32C kill: -10%

How did Cc1cccc(C)c1NC(=O)C1(N(Cc2ccco2)C(=O)c2ccccn2)CCCC1 do in these assays?
p53ts 39C kill: 6%; IkB signaling: 2.5%; Peg3 imprint: 7%; p53ts 32C kill: 0%

Results for O=C(COC(=O)CNC(=O)C1CCCCC1)Nc1ccc(Cl)cn1 ?
p53ts 39C kill: 11%; IkB signaling: 1.6%; Peg3 imprint: -11%; p53ts 32C kill: -1%

Next part; the last 2 above are carried over.
How did Cc1cccc(C)c1NC(=O)C1(N(Cc2ccco2)C(=O)c2ccccn2)CCCC1 do in these assays?
p53ts 39C kill: 6%; IkB signaling: 2.5%; Peg3 imprint: 7%; p53ts 32C kill: 0%

Results for O=C(COC(=O)CNC(=O)C1CCCCC1)Nc1ccc(Cl)cn1 ?
p53ts 39C kill: 11%; IkB signaling: 1.6%; Peg3 imprint: -11%; p53ts 32C kill: -1%

What do the screens show for `COc1ccc2oc(=O)c(-c3nc(-c4ccc(C)c(C)c4)cs3)cc2c1`?
p53ts 39C kill: -12%; IkB signaling: -0.7%; Peg3 imprint: -10%[10.9 µM]; p53ts 32C kill: 11%

How did Fc1ccc(-n2ncc3c(NCCCc4ccccc4)ncnc32)cc1 do in these assays?
p53ts 39C kill: -19%; IkB signaling: -2.5%; Peg3 imprint: -15%[10.9 µM]; p53ts 32C kill: 7%

Results for CCOC(=O)C1CCN(c2c(N(C)Cc3ccco3)c(=O)c2=O)CC1 ?
p53ts 39C kill: 5%; IkB signaling: -2.4%; Peg3 imprint: -2%; p53ts 32C kill: 2%

Results for COC(=O)C1(CC(C)C)C=C2C(=C(c3ccccc3)C(=O)C2C)CN1 (configuration not stated) ?
p53ts 39C kill: 3%; Peg3 imprint: -16%; p53ts 32C kill: 5%

Source: PubChem BioAssay
